Screens deposited in PubChem BioAssay by several laboratories.
GSK3 alpha inh = inhibitors of human GSK-3 alpha kinase; ADP-Glo luminescence, 60 min; inhibition, % at 10 µM; AID 2650; 320,000 tested, 0.1% active; P49840;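 in the data active = inhibition above about 50%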;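 note: GST-tagged GSK-3 alpha with peptide substrate and 25 µM ATP; 0% = DMSO neutral wells and 100% = GW8510 positive control wells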
Target sequence (P49840 whole entry, looked up): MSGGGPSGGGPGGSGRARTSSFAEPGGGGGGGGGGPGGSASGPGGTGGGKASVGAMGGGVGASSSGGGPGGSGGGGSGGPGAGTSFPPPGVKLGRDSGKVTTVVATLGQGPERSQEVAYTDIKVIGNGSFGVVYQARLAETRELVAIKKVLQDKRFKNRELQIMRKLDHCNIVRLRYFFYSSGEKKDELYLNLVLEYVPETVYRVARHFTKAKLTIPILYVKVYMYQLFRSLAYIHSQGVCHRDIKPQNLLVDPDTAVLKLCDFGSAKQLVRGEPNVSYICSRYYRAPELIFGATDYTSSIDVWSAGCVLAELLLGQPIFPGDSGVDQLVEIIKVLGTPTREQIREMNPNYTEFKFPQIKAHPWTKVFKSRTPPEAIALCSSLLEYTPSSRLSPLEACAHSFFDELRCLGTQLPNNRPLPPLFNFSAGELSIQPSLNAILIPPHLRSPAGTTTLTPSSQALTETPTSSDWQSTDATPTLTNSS
GSK3beta inhib = human GSK3beta kinase inhibition. GST-GSK3beta kinase, ADP-Glo luminescence, 60 min; stronger effect = lower value. activity score (negative = inhibition), % at 10 µM. 300,000 tested, 0.038% active. P49841;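 active = more than half of replicate wells score below -50%, meaning over 50% inhibition versus plate controls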;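 note: 0% = median DMSO wells and -100% = median GW8510 positive control wells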
Target sequence (P49841 whole entry, looked up): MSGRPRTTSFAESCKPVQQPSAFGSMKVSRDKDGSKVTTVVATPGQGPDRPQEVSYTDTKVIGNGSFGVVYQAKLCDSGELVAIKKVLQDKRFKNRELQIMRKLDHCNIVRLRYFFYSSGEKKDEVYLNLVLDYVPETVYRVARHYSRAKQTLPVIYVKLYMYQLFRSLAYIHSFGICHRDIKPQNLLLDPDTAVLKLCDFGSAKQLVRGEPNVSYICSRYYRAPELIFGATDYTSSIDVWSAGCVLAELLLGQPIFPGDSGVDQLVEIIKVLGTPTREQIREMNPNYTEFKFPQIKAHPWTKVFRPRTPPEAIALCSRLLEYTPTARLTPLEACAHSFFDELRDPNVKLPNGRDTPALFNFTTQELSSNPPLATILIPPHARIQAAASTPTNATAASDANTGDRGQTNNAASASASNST
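Test system: GST-tagged human GSK3beta kinase, cell-free; evaluation: activity score scaled between in-plate DMSO and GW8510 controls; measured by: ADP-Glo luminescence; incubation: 60 min reaction, RT; benchmarks: DMSO and 20 µM GW8510; reagent: peptide substrate plus 25 µM ATP (final); medium: Tris/MgCl2 kinase buffer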
IEC-6 cytotox = IEC-6 cytotoxicity, counter-screen for KLF5 inhibitors; inhibition, % at 5 µM; luminescence viability; 290,000 tested, 0.78% active; in the data active = inhibition above about 22%;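 note: 0% = plate median of test compound wells and 100% = cytotoxic reference compound wells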
aSyn 5UTR inh = 5' untranslated region of α-synuclein, MLPCN primary screen; 300,000 tested, 0.82% active; AID 1813; alpha-synuclein 5'UTR reporter, inhibitor activity; inhibition, % (tested at 7.5 µM); in the data active = inhibition above about 60%;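 note: H4 neuroglioblastoma cells stably carrying SNCA 5'UTR luciferase fusion; 0% = DMSO wells and 100% = positive control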
AI-2 QS modul = Vibrio harveyi AI-2 quorum sensing modulation. Vibrio harveyi JMH597 AI-2 luminescence/OD600 ratio, 9 h; stronger effect = lower value; strain lacks LuxN and CqsS sensors; 0 = neutral-control median. activity change, % at 7.5 µM. 300,000 tested, 0.4% active; in the data active = activity change below about -75%, passing the limit was not always enough;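 note: luminescence divided by OD600 gain over 9 h not by final OD600 alone; inactives centre near 13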
HSP90 inh = HSP90 refolding inhibition in rabbit reticulocyte lysate; luciferase refolding luminescence, 3 h; inhibition, % at 5.6 µM; 290,000 tested, 0.91% active; AID 1789;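 active = inhibition above the screen-wide mean plus 3 SD, computed separately per campaign, cut at about 16% in these data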;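 note: 0% = DMSO wells and 100% = 60 µM geldanamycin wells; inhibitors lower the luminescence because luciferase stays unfolded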
HSF-1 act = increases HSF-1 driven luciferase reporter signal; AID 504408; 300,000 tested, 1.7% active; NIH3T3-HGL HSF-1 luciferase reporter, MG132, 8 h; 100% = twice DMSO control signal; activation, % at 9 µM;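 active = mean replicate activation of at least 50% with a set share of replicates each reaching 50%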;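 note: 0% = median of the neutral control wells and 100% = twice that signal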
HSF1 inhib = HSF1 inhibition; NIH3T3-HGL HSE-luciferase, MG132-induced, luminescence 8 h; stronger effect = lower value; activity change, negative = inhibition, % at 7.5 µM (by protocol); 300,000 tested, 0.77% active; AID 2098;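 active = more than half of replicate wells show activity change below -50%, luminescence cut by over half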;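 note: luciferase reports HSF-1 transcriptional activity via heat shock element; 0% = median of DMSO wells and -100% = zero luminescence signal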
KLF5 inhibitor = inhibitors of KLF5 expression | DLD-1 KLF5 promoter-luciferase reporter, luminescence | inhibition, % at 5 µM | 290,000 tested, 0.23% active | AID 1700;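 active = inhibition above a per-plate limit of that plate's mean compound inhibition plus 3 SD, cut at about 60% in these data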;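 note: 0% = DMSO wells and 100% = LY294002 at 200 µM; higher means less KLF5 promoter-driven luciferase light; inactives centre near -14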
HIF activator = HIF pathway transcriptional activation; U2OS HRE-luciferase reporter, luminescence; normalized: DMSO 0%, desferrioxamine 100%; activation, % at 7.5 µM (by protocol); 300,000 tested, 0.32% active;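 active = mean activation of at least 10% of the iron chelator positive control signal, with at least half of replicates also reaching 10%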
The depositor's hits bear a star.

O=C(/C=C/Nc1cccc([N+](=O)[O-])c1)c1cccs1 was read as GSK3 alpha inh -2, GSK3beta inhib -1, IEC-6 cytotox 1, aSyn 5UTR inh -279, AI-2 QS modul 21, HSP90 inh -1, HSF-1 act -9, HSF1 inhib -5, KLF5 inhibitor -100 and HIF activator 2.2.
Screening COc1cc(OC)c(C(=O)NCCCn2ccnc2)cc1OC returned GSK3 alpha inh -2, GSK3beta inhib -2, IEC-6 cytotox -4, aSyn 5UTR inh 24, AI-2 QS modul -12, HSP90 inh -4, HSF-1 act -4, HSF1 inhib -2, KLF5 inhibitor -13 and HIF activator -0.6.
Screening COc1ccccc1NC(=O)c1cccc2c(Br)cccc12 returned GSK3 alpha inh 2, GSK3beta inhib -5, IEC-6 cytotox 2, aSyn 5UTR inh 13, AI-2 QS modul 1, HSP90 inh -1, HSF-1 act 8, HSF1 inhib -5, KLF5 inhibitor -6 and HIF activator 0.2.
Screening CS(=O)(=O)N1CCN(C(=O)Cc2ccccc2)CC1 returned GSK3 alpha inh -1, GSK3beta inhib 2, IEC-6 cytotox 2, aSyn 5UTR inh 1, AI-2 QS modul 7, HSP90 inh -2, HSF-1 act 9, HSF1 inhib 2, KLF5 inhibitor -20 and HIF activator -0.2.
COc1ccc(CNC(=O)CN(C(=O)c2csnn2)c2ccccc2F)cc1 was read as GSK3 alpha inh -4, IEC-6 cytotox 2, aSyn 5UTR inh 4, HSP90 inh 3, HSF-1 act 14, HSF1 inhib -4, KLF5 inhibitor 1 and HIF activator 1.5.
For CCOC(=O)C(C)Sc1nc(=O)n2cccc(C)c2n1 (centres undefined) the results were GSK3 alpha inh 7, GSK3beta inhib -1, IEC-6 cytotox -6, aSyn 5UTR inh -3, AI-2 QS modul 9, HSP90 inh 1, HSF-1 act 4, HSF1 inhib -3, KLF5 inhibitor -22 and HIF activator 0.4.
`CCCCn1c(N)c(N(CC(C)C)C(=O)C2CCN(S(=O)(=O)c3ccc(Cl)cc3)CC2)c(=O)[nH]c1=O` gave GSK3 alpha inh 2, GSK3beta inhib -2, aSyn 5UTR inh -9, AI-2 QS modul 56, HSF-1 act 18, HSF1 inhib 5 and HIF activator -22.
CCOC(=O)c1sc(NC(=S)NC(=O)c2ccccc2)nc1C was read as GSK3 alpha inh -2, GSK3beta inhib -1, IEC-6 cytotox 2, aSyn 5UTR inh -216, AI-2 QS modul -4, HSP90 inh -1, HSF-1 act -14, HSF1 inhib -1, KLF5 inhibitor -3 and HIF activator 2.6.
`CCc1ccc(C(C)NC(=O)C2CCCC2)cc1` (centres undefined) gave GSK3 alpha inh 0, GSK3beta inhib -1, IEC-6 cytotox -6, aSyn 5UTR inh 6, AI-2 QS modul 6, HSP90 inh -4, HSF-1 act 9, HSF1 inhib 11, KLF5 inhibitor -12 and HIF activator -22.
`CCN(CC(=O)Nc1c(F)cccc1F)C(=O)c1csc2c1CCCC2` gave GSK3 alpha inh -3, aSyn 5UTR inh 2, HSF-1 act -4, HSF1 inhib -3 and HIF activator 0.3.
Screening O=C(NC1=NCCS1)C1CC(=O)N(c2ccc(F)cc2)C1 (centres undefined) returned GSK3 alpha inh 5, GSK3beta inhib 4, IEC-6 cytotox 6, aSyn 5UTR inh -12, AI-2 QS modul -1, HSP90 inh 1, HSF-1 act 87*, HSF1 inhib 40, KLF5 inhibitor -1 and HIF activator 0.0.
`C=C(C)c1cccc(C(C)(C)NC(=O)Nc2ccc(C)cn2)c1` gave GSK3beta inhib 1, IEC-6 cytotox 7, aSyn 5UTR inh -91, AI-2 QS modul 23, HSP90 inh 1, HSF-1 act 15, HSF1 inhib 9, KLF5 inhibitor -10 and HIF activator -38.
Screening COc1cc(OC)cc(C(=O)N2CCN(C(=O)c3ccc(-c4ccccc4)cc3)CC2)c1 returned GSK3 alpha inh 1, GSK3beta inhib 2, IEC-6 cytotox 4, aSyn 5UTR inh 15, AI-2 QS modul -2, HSP90 inh 0, HSF-1 act 10, HSF1 inhib 0, KLF5 inhibitor -42 and HIF activator -0.3.
For C=CCNC(=S)N(Cc1ccccc1)Cc1ccc(F)cc1 the results were GSK3 alpha inh -2, GSK3beta inhib 2, IEC-6 cytotox 2, aSyn 5UTR inh -3, AI-2 QS modul 4, HSP90 inh 2, HSF-1 act 5, HSF1 inhib 10, KLF5 inhibitor -3 and HIF activator -0.3.
Cn1cc([N+](=O)[O-])c(C(=O)Nc2ccc3c(c2)OCCO3)n1 was read as GSK3 alpha inh 9, GSK3beta inhib -2, IEC-6 cytotox 1, aSyn 5UTR inh -66, AI-2 QS modul 23, HSP90 inh 6, HSF-1 act 49, HSF1 inhib 8, KLF5 inhibitor -26 and HIF activator -0.5.
CC(=O)c1ccc(OCCOc2ccc(C#N)cc2)cc1 was read as GSK3 alpha inh -2, GSK3beta inhib 2, IEC-6 cytotox 0, aSyn 5UTR inh 8, AI-2 QS modul 17, HSP90 inh -1, HSF-1 act -5, HSF1 inhib 3, KLF5 inhibitor -13 and HIF activator -0.7.
Screening CC(Sc1nnc2ccccn12)C(N)=O (centres undefined) returned GSK3 alpha inh -1, GSK3beta inhib 1, IEC-6 cytotox 8, aSyn 5UTR inh -16, AI-2 QS modul -9, HSP90 inh 2, HSF-1 act 76*, HSF1 inhib 31, KLF5 inhibitor 4 and HIF activator 0.6.
For Cc1csc(SCC(=O)c2c(N)n(C)c(=O)n(C)c2=O)n1 the results were GSK3 alpha inh -1, GSK3beta inhib 2, IEC-6 cytotox -2, aSyn 5UTR inh -118, AI-2 QS modul 16, HSP90 inh 2, HSF-1 act 48, HSF1 inhib 8, KLF5 inhibitor -38 and HIF activator 1.8.
`Cc1ccc(C(=O)Nc2cc(-c3ccn[nH]3)c(C)n(N)c2=O)cc1` gave GSK3 alpha inh 0, GSK3beta inhib 1, IEC-6 cytotox -2, aSyn 5UTR inh -18, AI-2 QS modul 12, HSP90 inh 0, HSF-1 act 40, HSF1 inhib 13, KLF5 inhibitor -23 and HIF activator 0.0.
NNC(=O)CN(CCc1ccccc1)S(=O)(=O)c1ccc(Cl)cc1 was read as GSK3 alpha inh 1, GSK3beta inhib 6, IEC-6 cytotox -1, aSyn 5UTR inh 11, AI-2 QS modul 11, HSP90 inh 8, HSF-1 act 49, HSF1 inhib 20, KLF5 inhibitor -37 and HIF activator -0.3.
For O=C(OCC(=O)N1CCN(C(=O)c2ccco2)CC1)c1sc2ccccc2c1Cl the results were GSK3 alpha inh -1, GSK3beta inhib 2, IEC-6 cytotox 0, aSyn 5UTR inh 17, AI-2 QS modul 0, HSP90 inh -2, HSF-1 act -12, HSF1 inhib -6, KLF5 inhibitor -18 and HIF activator -0.1.
`COc1ccc(C(=O)NCCN2CCOCC2)cc1[N+](=O)[O-]` gave GSK3 alpha inh -1, GSK3beta inhib 0, IEC-6 cytotox 0, aSyn 5UTR inh -11, AI-2 QS modul 11, HSP90 inh -2, HSF-1 act -14, HSF1 inhib -5, KLF5 inhibitor -61 and HIF activator -1.6.
For Cc1cccc(N(C)S(=O)(=O)c2ccc3c(c2)C(C)(C)C(=O)N3C)c1 the results were GSK3 alpha inh -3, GSK3beta inhib -2, IEC-6 cytotox -11, aSyn 5UTR inh -20, AI-2 QS modul 19, HSP90 inh 4, HSF-1 act 7, HSF1 inhib -1, KLF5 inhibitor -2 and HIF activator 0.2.
`Cc1ccc(C(=O)OCC(=O)N(C)C2CCS(=O)(=O)C2)cc1[N+](=O)[O-]` (centres undefined) gave GSK3 alpha inh 0, GSK3beta inhib 4, IEC-6 cytotox 0, aSyn 5UTR inh 8, AI-2 QS modul 20, HSP90 inh 0, HSF-1 act -8, HSF1 inhib -7, KLF5 inhibitor -6 and HIF activator -1.2.
`Cn1c2ccccc2c2cc(C(=O)NNC(=O)CCl)sc21` gave GSK3 alpha inh 1, GSK3beta inhib 1, IEC-6 cytotox 27*, aSyn 5UTR inh -7, AI-2 QS modul 4, HSP90 inh 1, HSF-1 act 12, HSF1 inhib 4, KLF5 inhibitor 12 and HIF activator -2.7.
COC(=O)c1sc(NC(=O)COc2ccc(C)cc2)nc1C was read as GSK3 alpha inh 7, GSK3beta inhib -3, IEC-6 cytotox -5, aSyn 5UTR inh -8, AI-2 QS modul 12, HSP90 inh 1, HSF-1 act 2, HSF1 inhib 6, KLF5 inhibitor -29 and HIF activator 0.5.
For CCOc1ccccc1NC(=O)CCN1CCN(S(=O)(=O)c2ccc(Br)cc2)CC1 the results were GSK3 alpha inh -2, GSK3beta inhib -1, IEC-6 cytotox -6, aSyn 5UTR inh 34, AI-2 QS modul -1, HSP90 inh -3, HSF-1 act 18, HSF1 inhib -1, KLF5 inhibitor 4 and HIF activator -0.5.
`COCCNC(=O)Cn1nc(C(F)(F)F)cc1C` gave GSK3 alpha inh 2, IEC-6 cytotox 5, HSP90 inh -2 and KLF5 inhibitor -19.
`Cc1cc(N2CCC(C)CC2)c(F)cc1[N+](=O)[O-]` gave GSK3 alpha inh 1, GSK3beta inhib 5, IEC-6 cytotox -1, aSyn 5UTR inh 9, AI-2 QS modul 9, HSP90 inh -2, HSF-1 act 9, HSF1 inhib -3, KLF5 inhibitor -13 and HIF activator -0.4.
For CCNC(=O)NC(=O)C(C)SCc1ccccc1C (centres undefined) the results were GSK3 alpha inh 1, GSK3beta inhib -1, IEC-6 cytotox -4, aSyn 5UTR inh 14, AI-2 QS modul 35, HSP90 inh -1, HSF-1 act 0, HSF1 inhib -5, KLF5 inhibitor -27 and HIF activator 0.1.
For Cn1c2ccccc2n2c(=O)c(=O)n(CC(=O)N3CCCc4ccccc43)nc12 the results were GSK3 alpha inh -1, GSK3beta inhib 0, IEC-6 cytotox 1, aSyn 5UTR inh -23, AI-2 QS modul 34, HSP90 inh 1, HSF-1 act 7, HSF1 inhib -2, KLF5 inhibitor -4 and HIF activator -0.4.
CCCNC(=O)CSc1nnc(-c2ccc(F)cc2)o1 was read as GSK3 alpha inh -1, GSK3beta inhib 1, IEC-6 cytotox -2, AI-2 QS modul 13, HSP90 inh -5 and KLF5 inhibitor -21.
`O=C(COC(=O)c1cnccn1)c1ccc(Cl)c([N+](=O)[O-])c1` gave GSK3 alpha inh -5, GSK3beta inhib -2, IEC-6 cytotox -8, aSyn 5UTR inh -22, AI-2 QS modul 7, HSP90 inh 2, HSF-1 act -9, HSF1 inhib -1, KLF5 inhibitor -7 and HIF activator -0.4.
Screening O=C(NC1CCCCC1)C1CCCN1C(=O)Nc1ccccc1 (centres undefined) returned GSK3 alpha inh -2, GSK3beta inhib 5, IEC-6 cytotox 2, aSyn 5UTR inh -8, AI-2 QS modul 4, HSP90 inh -6, HSF-1 act 13, HSF1 inhib 1, KLF5 inhibitor -11 and HIF activator 0.1.
CCOC(=O)c1nn(-c2ccccc2)c(=O)cc1OCC(=O)Nc1cc(C)ccc1C was read as GSK3 alpha inh -1, GSK3beta inhib -2, aSyn 5UTR inh 11, AI-2 QS modul 7, HSF-1 act 10, HSF1 inhib -5 and HIF activator 0.4.
Cc1ccc(NS(=O)(=O)c2ccc(C(=O)NCc3cccnc3)cc2)cc1 was read as GSK3 alpha inh 4, GSK3beta inhib -4, IEC-6 cytotox 6, aSyn 5UTR inh -8, AI-2 QS modul 33, HSP90 inh -2, HSF-1 act -21, HSF1 inhib -6, KLF5 inhibitor -13 and HIF activator 0.7.
